Screening data deposited in PubChem by several laboratories.
BH1578 lux ind – induces V. cholerae light production without autoinducers; V. cholerae BH1578 lux reporter, luminescence, 6 h; activation, % at 18.7 µM; 350,000 compounds, 0.16% hits; AID 588436; in the data active = activation mostly above about 9.7%, no sharp cut-off; inconclusive = no clear call, values can overlap the other calls; inactive = mostly below about 3.7%; note: not every result past the cut was called active; inactives centre near 0; reference of the scale not given here
TcdB inh – TcdB glycohydrolase inhibition; TcdB glycohydrolase enzymatic assay, plate reader; inhibition, % at 9.99 µM; 350,000 compounds, 0.24% hits; AID 652162; in the data active = inhibition above about 10%
DUSP3 inh – blocks human VHR1 dual specificity phosphatase | P51452 | 290,000 compounds, 0.52% hits | AID 1654 | inhibition, % at 13.3 µM | recombinant VHR phosphatase, pNPP absorbance; in the data active = inhibition above about 50%; note: some compounds called inactive have numbers as strong as hits
Target sequence (P51452 whole entry, looked up): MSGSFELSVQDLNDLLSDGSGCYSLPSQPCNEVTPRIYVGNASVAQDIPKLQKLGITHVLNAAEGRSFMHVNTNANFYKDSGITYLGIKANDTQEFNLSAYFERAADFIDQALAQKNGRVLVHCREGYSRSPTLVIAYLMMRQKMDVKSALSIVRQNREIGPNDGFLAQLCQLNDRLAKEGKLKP
Rv3671c inh – Rv3671c (M. tuberculosis) protease inhibition; inhibition, % at 5.96 µM; P9WHR9; 320,000 compounds, 0.048% hits; in the data active = inhibition above about 38%;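 note: extracellular domain of Rv3671c used as enzyme; 0% = enzyme with DMSO and 100% = no enzyme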
Target sequence (P9WHR9 whole entry, looked up, the tested form may be a part): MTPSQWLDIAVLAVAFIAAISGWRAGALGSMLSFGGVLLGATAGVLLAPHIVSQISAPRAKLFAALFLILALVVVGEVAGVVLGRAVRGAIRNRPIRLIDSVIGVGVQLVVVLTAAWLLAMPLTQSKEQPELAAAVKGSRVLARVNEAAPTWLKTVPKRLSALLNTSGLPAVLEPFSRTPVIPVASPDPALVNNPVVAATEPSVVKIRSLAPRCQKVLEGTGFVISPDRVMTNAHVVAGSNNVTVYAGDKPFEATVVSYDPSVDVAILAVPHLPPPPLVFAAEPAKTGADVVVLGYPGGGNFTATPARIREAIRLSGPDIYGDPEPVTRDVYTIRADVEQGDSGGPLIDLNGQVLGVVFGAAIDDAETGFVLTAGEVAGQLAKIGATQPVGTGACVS
Anthrax LF prot – anthrax lethal factor protease inhibition; P15917; multiplex microsphere protease cleavage assay, LF; inhibition, % at 10 µM; 360,000 compounds, 0.12% hits; AID 588501; in the data active = inhibition above about 30%; inconclusive = no clear call, values can overlap the other calls; note: plate controls were buffer without enzyme for full effect and enzyme alone for no effect
MazF activator – MazEF (E. coli) toxin RNase activation. AID 504720. FAM/BHQ RNA-DNA oligo cleavage fluorescence, 5 h. 350,000 compounds, 0.32% hits. activation, % at 20 µM; in the data active = activation above about 50%
Target sequence (P0AE70 whole entry, looked up): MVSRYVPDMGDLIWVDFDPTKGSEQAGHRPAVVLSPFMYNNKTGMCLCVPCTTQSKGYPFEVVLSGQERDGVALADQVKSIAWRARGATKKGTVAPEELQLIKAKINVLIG
PriA SSB inh – inhibitors of Klebsiella pneumoniae PriA binding to SSB C-terminal tail; inhibition, % at 33 µM; AID 1272365; 430,000 compounds, 0.6% hits; AlphaScreen SSBct-PriA binding, biotinylated peptide; in the data active = inhibition mostly above about 37%, no sharp cut-off; inactive = mostly below about 20%;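 note: plate controls were negative control peptide for no effect and reference peptide for full effect; strong numbers were not always called active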
PfHsp40 rescue – rescue of PfHsp40-mediated yeast toxicity; AID 504582; 340,000 compounds, 0.68% hits; growth rescue, % at 12.5 µM; S. cerevisiae expressing PfHsp40, growth rescue, ATP luminescence; in the data active = growth rescue above about 28%, passing the limit was not always enough; inconclusive = no clear call, values can overlap the other calls;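 note: yeast W303a lacking pdr1 and pdr3 grown in galactose medium; growth measured after three days at 30 °C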
3CLpro inhibitor – SARS-CoV 3CLpro protease inhibition; P0C6X7; recombinant SARS-CoV 3CLpro, quenched FRET peptide cleavage; 290,000 compounds, 0.14% hits; inhibition, % at 6 µM; in the data active = inhibition above about 12%
Yp Topo-I inh – inhibitors of Yersinia pestis topoisomerase I; 360,000 compounds, 0.064% hits; Y. pestis Topo-I cleavage product accumulation, plate reader; activity, % at 10 µM; in the data active = activity above about 50%, passing the limit was not always enough; inconclusive = no clear call, values can overlap the other calls; note: inactives centre near 2
An asterisk follows results filed as active; i = inactive; ? = inconclusive; . = no result given; & = joins results of further samples. Not all compounds are listed; the hit share may differ from the screen's.

nr	mol	PriA SSB inh	Yp Topo-I inh	BH1578 lux ind	MazF activator	TcdB inh	DUSP3 inh	3CLpro inhibitor	Rv3671c inh	Anthrax LF prot	PfHsp40 rescue
1	CCCCN(C(=O)CCC(=O)Nc1cc(C)on1)C(C(=O)NC1CCCC1)c1ccc(OC)cc1 (centres undefined)	3	21	-0.3	3	0.5	16	2	6	0	0.2
2	COC(=O)c1ccc(COC(=O)Cc2n[nH]c(=O)c3ccccc23)cc1	3	2	-0.6	-2	-3.3	10	2	7	-1	0.5
3	CN(CCOc1ccc(Cl)cc1)C(=O)c1cc(-c2ccco2)nc2ccccc12	-32	18	-1.2	0	2.1	.	.	2	-2	0.3
4	O=C(NCCc1ccccc1)c1cccc(N2CCCC2=O)c1	-1	-1	-0.4	-1	.	23	0	10	0	0.6
5	CSc1nc(-c2ccccc2)nc(SC)c1C(C)=O	-5	1	i	-7	.	-2	0	-6	-6	-0.2
6	CCN(c1ccccc1)S(=O)(=O)c1ccc(C(=O)Nc2c(C)n(C)n(-c3ccccc3)c2=O)cc1	-2	5	-7.1	-2	0.5	.	.	-3	0	0.8
7	Cc1nc2ncnn2c(N2CCN(C(=O)c3cccc(F)c3)CC2)c1C	-10	-12	0.5	0	.	9	1	-1	-1	-0.8
8	COc1ccc(N(C(=O)c2ccc(S(=O)(=O)N3CCOCC3)cc2)C2C=CS(=O)(=O)C2)cc1 (centres undefined)	-9	0	1.8	-5	.	20	4	-3	-3	-1.2
9	Cc1noc(C)c1C(c1ccccc1)c1ccccc1	-56	9	-0.6	-2	0.6	30	-2	1	-5	0.6
10	CCC(=O)c1ccc2c(c1)OCCO2	-12&2&-10	1	-0.9	3	-0.5	17	3	-5	-5	0.7
11	CN1CCN(c2ncc(C=O)s2)CC1	-12	-8	-0.2	-23	1.1	22	-5	8	-10	1.0
12	COc1cc(OC)cc(C(=O)NC(=S)N2CCN(c3ccc(C(F)(F)F)cc3[N+](=O)[O-])CC2)c1	11	7	i	10	.	-4	1	1	0	-1.0
13	COc1cccc2c1OCC(C(=O)NCc1ccc(Cl)cc1Cl)=C2	-11	6	-0.2	5	.	-14	3	-11	-5	0.8
14	Cc1oc(-c2ccccc2F)nc1CN1CCC(C(=O)NCc2cccnc2)CC1	-4	0	5.9	1	.	-2	-1	7	-1	0.5
15	Cc1ccc(C)c(NC(=O)Cn2nc(-c3ccccc3)nc2-c2ccccc2)c1	-19	-1	-0.7	-39	.	13	6	-8	2	-0.6
16	CCCCN1CC(C)(C)[C@H](CC(=O)Nc2ccc(Br)cc2)C1=O	.	26	-0.5	0	0.7	.	.	.	-1	.
17	COc1ccc(/C=N/Nc2cc(N3CCCC3)nc(N3CCCC3)n2)cc1	.	-10	-0.3	20	-0.7	13	2	6	-2	?
18	CCOc1ccc(-c2nn(-c3ccccc3)cc2/C=C2\SC(=S)N(C3CCS(=O)(=O)C3)C2=O)cc1 (centres undefined)	-10	-2	0.4	-116	.	30	5	3	29	-1.8
19	Cc1cc(NS(=O)(=O)c2ccccc2)cc(Cl)c1O	-18	3	-0.2	3	.	7	0	-4	.	-0.4
20	CCOC(=O)c1c(NC(=O)Cn2cnc3scc(-c4ccc(C)cc4)c3c2=O)sc(C)c1C	3	-11	-0.3	-1	.	1	2	-20	0	-0.4
21	CCCN1CCN(CCCNC(=O)Cn2nc(-c3ccc(C)cc3)ccc2=O)CC1	0	2	-0.4	1	.	3	3	0	-2	-1.0
22	COC(=O)C1=C(C(=O)OC)[C@@H]2N(C)c3ccc(OC)cc3[C@@]23C[C@@H](C(=O)OC)N(C(=O)NC2CCCCC2)C3=N1	-3	3	i	-10	0.2	.	.	3	1	-1.0
23	Cn1c(=O)c2c(nc(NCCO)n2CCc2ccccc2)n(C)c1=O	-1	-2	-0.2	3	.	4	.	-1	1	0.9
24	CCCN1CCN(C(=S)Nc2ccc(SC(F)F)cc2)CC1	-5	2	-0.2	-6	1.3	5	7	15	0	0.8
25	Cc1cccc(C(=O)NNS(=O)(=O)c2ccccc2)c1O	-1	0	i	4	0.3	21	2	6	-2	-1.1
26	CCc1nnc(NC(=O)COc2ccc([N+](=O)[O-])cc2)s1	0	7	-0.3	6	0.1	9	1	3	-1	-0.1
27	NN=C(c1cccc([N+](=O)[O-])c1)c1cccc([N+](=O)[O-])c1	-2	-5	i	5	-0.4	.	.	3	8	.
28	O=C(Cn1cnc2c(OCc3ccccc3)ncnc21)NCCCc1ccccc1	-20	12	-1.5	-2	1.2	.	.	-3	-3	-0.1
29	O=C(COc1ncnc2ccc(Br)cc12)NCc1ccc2c(c1)OCO2	2	5	-0.6	3	.	-6	-3	-7	3	-0.9
30	O=C(O)/C=C/c1cnc2ccccc2c1	-15	-6	-0.6	5	-2.0	20	2	3	-3	-0.4
31	COc1ccc(CCNC(=O)COC(=O)c2cc(S(=O)(=O)N3CCCC3)ccc2O)cc1	-17	5	i	9	-0.9	.	.	1	-8	-1.6
32	COc1ccc(-n2c(Cc3cccn3C)nnc2SCC(=O)Nc2ccc3c(c2)OCCO3)cc1	8	5	0.9	-5	2.1	-17	-1	2	2	-0.3
33	Cc1ccccc1CN1CCN(C(=O)c2cc(-c3ccncc3)nc3ccccc23)CC1	-5	28	i	1	2.3	18	-1	2	0	0.5
34	Fc1ccc(-n2cc(CNCCc3ccccn3)c(-c3ccccc3Cl)n2)cc1	-3	3	i	9	1.2	26	4	-3	-5	0.4
35	CN1C(=O)/C(=N\OC(=O)c2cccc3ccccc23)c2ccccc21	.	6	1.8	6	-0.9	8	-5	-6	-1	6.0
36	CCOC(=O)N1CCC(NC(=O)C2CCCN(Cc3nc(-c4ccc(CC)cc4)oc3C)C2)CC1 (centres undefined)	-7	19	i	1	-0.2	-9	1	6	-4	-2.1
37	O=c1oc(CCCO)cc2ccc(C#Cc3ccsc3)cc12	-12	40	-4.0	2	1.0	.	.	-19	-2	18
38	Cc1nn(Cc2ccccc2)c(C)c1C(=O)O	-10	7	0.7	5	0.2	27	-5	-5	-3	-0.4
39	O=S(Cc1ccc(Cl)cc1)CC(O)COCc1ccc(Cl)cc1 (centres undefined)	-19	26	i	-4	.	12	5	-1	0	0.9
40	O=C1CC(N2CCN(c3ccc(F)cc3)CC2)C(=O)N1c1ccc(F)cc1 (centres undefined)	-8	25	-0.3	0	0.5	39	-2	6	0	-0.2
41	COc1ccc(Cc2noc(-c3ccc([N+](=O)[O-])cc3)n2)cc1OC	6	-3	-0.5	1	0.6	37	2	9	-3	2.4
42	COc1ccc(C(C)=O)c(Oc2cc(NN3CCCCC3)c([N+](=O)[O-])cc2[N+](=O)[O-])c1	-3	1	-0.5	-5	-0.2	-3	-8	-4	-1	-1.2
43	C#CCOCCOCCOCCNc1nc(N2CCN(C(=O)C([C@@H](C)CC)n3cc(C(N)Cc4ccc(O)cc4)nn3)CC2)nc(N2CCN(C(=O)[C@H](CCC(=O)O)n3cc(C(N)CO)nn3)CC2)n1 (some centres undefined)	-1	-4	-0.8	6	.	16	2	-6	-8	-1.6
44	Cc1nc(N)sc1C(=O)N/N=C/c1ccccc1[N+](=O)[O-]	.	?	-0.4	.	-0.1	7	0	-2	-3	.
45	Cc1nn(CCCC(=O)Nc2cnn(Cc3ccc(F)cc3)c2)c(C)c1[N+](=O)[O-]	-3	-1	-0.3	6	1.0	20	2	-4	-4	-0.2
46	CCOc1ccc(NC(=O)C2CCCN2S(=O)(=O)c2ccc3c(c2)C(C)(C)C(=O)N3C)cc1 (centres undefined)	0	-3	0.0	7	-0.6	21	-2	1	-4	-1.3
47	COc1ccc(S(=O)(=O)NNC(=O)C23CC4CC(CC(C4)C2)C3)cc1[N+](=O)[O-]	-5	0	i	-2	0.7	.	.	3	1	-0.7
48	Cc1nc(N2CCN(Cc3ccc4c(c3)OCO4)CC2)c2cc(-c3ccccc3)sc2n1	1&1	-5	i	-27	2.4	13	3	-8	2	4.9

Excerpt: compounds 45–48
nr	mol	PriA SSB inh	Yp Topo-I inh	BH1578 lux ind	MazF activator	TcdB inh	DUSP3 inh	3CLpro inhibitor	Rv3671c inh	Anthrax LF prot	PfHsp40 rescue
45	Cc1nn(CCCC(=O)Nc2cnn(Cc3ccc(F)cc3)c2)c(C)c1[N+](=O)[O-]	-3	-1	-0.3	6	1.0	20	2	-4	-4	-0.2
46	CCOc1ccc(NC(=O)C2CCCN2S(=O)(=O)c2ccc3c(c2)C(C)(C)C(=O)N3C)cc1 (centres undefined)	0	-3	0.0	7	-0.6	21	-2	1	-4	-1.3
47	COc1ccc(S(=O)(=O)NNC(=O)C23CC4CC(CC(C4)C2)C3)cc1[N+](=O)[O-]	-5	0	i	-2	0.7	.	.	3	1	-0.7
48	Cc1nc(N2CCN(Cc3ccc4c(c3)OCO4)CC2)c2cc(-c3ccccc3)sc2n1	1&1	-5	i	-27	2.4	13	3	-8	2	4.9

(more compounds)
nr	mol	PriA SSB inh	Yp Topo-I inh	BH1578 lux ind	MazF activator	TcdB inh	DUSP3 inh	3CLpro inhibitor	Rv3671c inh	Anthrax LF prot	PfHsp40 rescue
49	CN(CC(=O)Nc1ccc(F)cc1)C(=O)C1CC(=O)N(Cc2ccccc2)C1 (centres undefined)	-11	5	-0.1	3	-1.5	37	-2	-2	-5	-1.0
50	O=C1N(c2ccccc2)C[C@@H]2C[C@@H](c3cccc4c3OCO4)N3CCC[C@@]123	-3	11	0.8	2	.	-5	5	13	0	1.0
51	C[C@H](CO)N1C[C@H](C)[C@@H](CN(C)C(=O)Nc2ccc3c(c2)OCO3)Oc2ccc(NC(=O)Nc3ccc4c(c3)OCO4)cc2C1=O	5	18	i	6	-0.1&0.8	.	.	7	-5	-0.4
52	Cc1ccc(S(=O)(=O)/N=C(/Nc2c(C)cccc2C)c2ccccc2)cc1	.	1	-0.2	7	-0.4	.	.	-2	-3	0.0
53	CCN1C(=O)C(CC(=O)Nc2ccc(C)cc2C)Nc2cc(S(=O)(=O)N(C)C)ccc21 (centres undefined)	-11	-12	-0.4	8	0.7	8	2	-2	3	2.1
54	Cc1ccc(CN=Cc2[nH]c3ccc(Br)c(Cl)c3c2O)cc1	-3	-1	-1.7	-26	0.8	11	6	-22	6	1.3
55	Cc1cccn2c(=O)c(C=O)c(N3CCCCC3)nc12	-11	-2	i	-11	-1.5	12	1	10	6	-0.8
56	CC(C)CNS(=O)(=O)c1cc(C(=O)OCC(=O)N2CCOCC2)c(Cl)cc1Cl	8	-5	-0.2	5	-0.4	-8	-5	1	0	0.7
57	O=C(CSC1=Nc2ccccc2C2=NC(c3ccccc3)C(=O)N12)NC1CCCCC1 (centres undefined)	-13	9	i	3	.	29	3	7	-2	-0.7

Compound profiles (already shown). Order of values: PriA SSB inh	Yp Topo-I inh	BH1578 lux ind	MazF activator	TcdB inh	DUSP3 inh	3CLpro inhibitor	Rv3671c inh	Anthrax LF prot	PfHsp40 rescue
Results for CC(C)CNS(=O)(=O)c1cc(C(=O)OCC(=O)N2CCOCC2)c(Cl)cc1Cl : 8	-5	-0.2	5	-0.4	-8	-5	1	0	0.7
Results for CCN1C(=O)C(CC(=O)Nc2ccc(C)cc2C)Nc2cc(S(=O)(=O)N(C)C)ccc21 (centres undefined) : -11	-12	-0.4	8	0.7	8	2	-2	3	2.1

Two compounds picked at random from those above:
nr	mol	PriA SSB inh	Yp Topo-I inh	BH1578 lux ind	MazF activator	TcdB inh	DUSP3 inh	3CLpro inhibitor	Rv3671c inh	Anthrax LF prot	PfHsp40 rescue
56	CC(C)CNS(=O)(=O)c1cc(C(=O)OCC(=O)N2CCOCC2)c(Cl)cc1Cl	8	-5	-0.2	5	-0.4	-8	-5	1	0	0.7
55	Cc1cccn2c(=O)c(C=O)c(N3CCCCC3)nc12	-11	-2	i	-11	-1.5	12	1	10	6	-0.8
